GCN5L2 inh: qHTS Assay for Inhibitors of GCN5L2. 0.21% of 390,000 active. GCN5L2 HAT assay, ThioGlo1 CoA-SH fluorescence. Potency, µM (highest dose often 58.9 µM), for inactives: top-dose activity change, negative = inhibition, actives largely listed as inhibitors
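Titration-based screen in which CoA formation is detected via maleimide probe ThioGlo1 (50uM) turning fluorescent on thiol reaction; substrates H3(1-25) 75uM and acetyl-CoA 70uM, GCN5L2 20nM, 20 min incubation at room temperature.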
TDP1 inh: qHTS Assay for Inhibitors of Tyrosyl-DNA Phosphodiesterase (TDP1) | Tyrosyl-DNA phosphodiesterase 1 (Homo sapiens), Q9NUW8 | recombinant TDP1, AlphaScreen DNA substrate cleavage | Potency, µM (top dose mostly 130 µM), without a hit: at the top dose activity change, negative = inhibition, usual class: inhibitors | 0.28% of 350,000 active | AID 485290, 2010; further: nearly all actives have a fitted effect of over 40% in size
Target sequence (Q9NUW8 whole entry, looked up): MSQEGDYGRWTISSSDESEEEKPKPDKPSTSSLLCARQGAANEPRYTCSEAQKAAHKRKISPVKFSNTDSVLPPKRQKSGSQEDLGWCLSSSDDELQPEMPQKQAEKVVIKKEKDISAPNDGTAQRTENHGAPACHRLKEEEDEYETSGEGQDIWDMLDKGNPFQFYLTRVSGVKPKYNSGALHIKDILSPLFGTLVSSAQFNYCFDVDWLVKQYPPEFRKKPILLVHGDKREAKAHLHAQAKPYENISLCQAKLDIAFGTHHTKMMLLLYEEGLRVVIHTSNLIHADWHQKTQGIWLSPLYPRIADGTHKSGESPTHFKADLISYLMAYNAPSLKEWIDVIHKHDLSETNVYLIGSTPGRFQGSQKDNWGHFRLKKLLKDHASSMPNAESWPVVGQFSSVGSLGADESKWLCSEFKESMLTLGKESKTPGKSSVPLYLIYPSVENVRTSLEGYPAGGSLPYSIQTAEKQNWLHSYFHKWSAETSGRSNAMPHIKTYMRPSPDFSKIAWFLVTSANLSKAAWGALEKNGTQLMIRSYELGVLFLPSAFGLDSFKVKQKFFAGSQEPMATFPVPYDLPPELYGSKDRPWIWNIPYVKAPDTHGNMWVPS
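E. coli-derived human Tdp1, 1 nM final. Cpd preinc 15 min RT; substrate 15 nM final, 5 min RT; AS bead mix 10 ug/ml final, 10 min RT. Signal loss = tyrosine-FITC cleavage. No-enzyme wells = max signal.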
DT40 TDP1 no CPT: qHTS for Inhibitors of human tyrosyl-DNA phosphodiesterase 1 (TDP1): qHTS in cells in absence of CPT. DT40 Tdp1-/- hTDP1 cells, no CPT, ATP luminescence, 48 h. Potency, µM (titrated, usually from 46.2 µM), for inactives: at the highest dose activity change, negative = growth inhibition, actives largely listed as inhibitors. 15% of 420,000 active; further: nearly all actives have a fitted effect of over 55% in size
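Compound effects on proliferation are scored in DT40 Tdp1-/-;hTDP1 cells in the absence of CPT. ATP levels (CellTiter-Glo luminescence) are recorded after a ≥48 hr, 37 °C incubation.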
Numbers without * were called inactive; ? = inconclusive; nt = not tested or not shown; & = joins results of further samples; [ ] = remark or other dose. The call rests on the fitted dose curve; in most records, active means well fitted curve in the direction sought with a large enough effect; inconclusive means small, poorly fitted or top-dose-only effect, or another doubt; inactive means no such curve, though single readings can be large; an effect the other way counts as inactive or inconclusive. On the % scale 0 is the no-effect control and ±100 the full control effect; potency means the concentration at half of the fitted maximal effect. A portion of the library; count on the stated rates, not on these rows.

SMILES	GCN5L2 inh	TDP1 inh	DT40 TDP1 no CPT
Cc1ccnc(NC(=O)CCC(=O)c2cc(C)sc2C)c1	-2%	nt	-8%
O=C(CCCN1C(=O)c2ccccc2C1=O)Nc1ccc(S(=O)(=O)N2CCOCC2)cc1	-3%	3%	7%
Cc1ccc(N2CC(C(=O)Nc3ccc(N(C)C)cc3)CC2=O)cc1Cl (centres undefined)	-4%	nt	-9%
O=C(Cn1c(=O)n(CCc2ccccc2)c(=O)c2cccnc21)Nc1ccc(F)cc1	-11%	4%	?
Cc1cc(C(=O)CSc2nc3ccccc3[nH]2)c(C)n1CC1CCCO1 (centres undefined)	-19%	9%	5.2µM*
CN(Cc1ccccc1)Cc1nc2c(c(=O)n(C)c(=O)n2C)n1CCCc1ccccc1	-16%	5%	16µM*
COc1ccc2oc(C(=O)NC3(C)CCS(=O)(=O)C3)c(C)c2c1 (centres undefined)	-3%	0%	-5%
O=C(Nc1nc2nccc(-c3ccccc3)n2n1)c1ccccc1	-3%	79µM*	-18%
CNC(=S)N1N=C2c3ccccc3CCC2C1c1ccccc1Cl (centres undefined)	-2%	7%	?
O=C(CSc1n[nH]c(=O)n1Cc1ccco1)Nc1ccccc1	0%	5%	-14%
CCc1ccc(C(=O)NNC(=O)CC2OC(=O)c3ccccc32)cc1 (centres undefined)	1%	-13%[0.505 µM]	-23%
CCOC(=O)N1CCN(Cc2nc3cc(NC(=O)C(C)C)ccc3n2C(C)C)CC1	-3%	1%	2.6µM*
CCOC(=O)CC(C)(C)/C(C)=N/Nc1ccc([N+](=O)[O-])cc1[N+](=O)[O-]	-10%	3%	15µM*
Cc1ccc(S(=O)(=O)N2c3ccccc3NC(=O)CC2C)cc1 (centres undefined)	0%	3%	-1%
COc1nonc1NC(=O)CSc1nc2ccccc2[nH]1	1%	2%	?

For reference, some entries already given.
SMILES	GCN5L2 inh	TDP1 inh	DT40 TDP1 no CPT
CNC(=S)N1N=C2c3ccccc3CCC2C1c1ccccc1Cl (centres undefined)	-2%	7%	?
O=C(CSc1n[nH]c(=O)n1Cc1ccco1)Nc1ccccc1	0%	5%	-14%
CCc1ccc(C(=O)NNC(=O)CC2OC(=O)c3ccccc32)cc1 (centres undefined)	1%	-13%[0.505 µM]	-23%
CCOC(=O)N1CCN(Cc2nc3cc(NC(=O)C(C)C)ccc3n2C(C)C)CC1	-3%	1%	2.6µM*
CCOC(=O)CC(C)(C)/C(C)=N/Nc1ccc([N+](=O)[O-])cc1[N+](=O)[O-]	-10%	3%	15µM*
Cc1ccc(S(=O)(=O)N2c3ccccc3NC(=O)CC2C)cc1 (centres undefined)	0%	3%	-1%
COc1nonc1NC(=O)CSc1nc2ccccc2[nH]1	1%	2%	?

Continuation.
SMILES	GCN5L2 inh	TDP1 inh	DT40 TDP1 no CPT
COc1ccc(OCCSc2ncn[nH]2)cc1	-4%	8%	-1%
CCC1(CC)NC(=O)N(CC(=O)Nc2ccc(-n3cnnn3)cc2)C1=O	-1%	0%	-4%
CN(C)S(=O)(=O)c1ccc(N2CCCC2)c(C(=O)NNC(=O)COc2ccccc2F)c1	-5%	nt	-21%
O=C(c1ccc(F)cc1)N1CCN(c2ccc(N3CCOCC3)nn2)CC1	-21%	3%	0%
CCCCC(=O)Nc1cccn2ncnc12	-6%	6%	?
CSc1ccccc1C(=O)Nc1nccs1	-4%	4%	-17%
O=[N+]([O-])c1ccc(S(=O)(=O)NCCc2ccncc2)cc1	-8%	-1%	-4%
O=C(C1=C[C@@H](c2ccccc2)C[C@@H](OCc2ccc(CO)cc2)O1)N1CCOCC1	11%	4%	-15%
FC(F)(F)c1ccccc1-c1cncnc1NCc1cccs1	-2%	nt	1%
O=C(c1cc(C(F)(F)F)cc(C(F)(F)F)c1)N1CCC2(CC1)CCN(c1ccccn1)CC2	-13%	nt	21µM*
COC(=O)c1ccc(C(=O)NC2CCCc3c2cnn3-c2ccccc2F)nc1 (centres undefined)	-3%	6%	2.9µM*
O=C(OCCN1C(=O)c2ccccc2C1=O)C1CCN(S(=O)(=O)c2cccs2)CC1	-6%	4%	16%
O=S(=O)(CCc1nc2ccccc2o1)c1ccc(Cl)c(Cl)c1	10%	4%	4%
CS(=O)(=O)N1CCN(c2ccccc2NC(=O)c2cc(Br)ccc2Cl)CC1	-12%	-3%	?
CC(NC(=O)CCCc1c[nH]c2ccccc12)c1ccc(F)cc1 (centres undefined)	-3%	7%	-15%

A second format for some results above:
molecule | GCN5L2 inh | TDP1 inh | DT40 TDP1 no CPT
COc1ccc(OCCSc2ncn[nH]2)cc1 | -4% | 8% | -1%
CCC1(CC)NC(=O)N(CC(=O)Nc2ccc(-n3cnnn3)cc2)C1=O | -1% | 0% | -4%

Later entries.
SMILES	GCN5L2 inh	TDP1 inh	DT40 TDP1 no CPT
O=C(COc1ccccc1Cl)Nc1cccc(S(=O)(=O)NC2=NCCCCC2)c1	-2%	-8%	?
CC(=O)CSc1ncnc2nc[nH]c12	-6%	0%	14%
Cc1ccc(NC(=O)CN2C(=O)COc3ccc(S(=O)(=O)NC4CCCC4)cc32)cc1N(C)C	-5%	4%	?
N#Cc1c(-c2ccccc2)cc(-c2ccccc2)nc1SCC(=O)O	-1%	nt	11%
Cc1nn(CC(=O)NCC2CCCO2)c(=O)c2ccccc12 (centres undefined)	-7%	4%	-6%
c1ccc2c(OCCCN3CCCCCC3)cccc2c1	-1%	nt	23µM*
Cc1ccc(C(=O)Nn2cnnc2)c(Cl)c1	0%	nt	0%
Cc1nnc(SC(C)C(=O)Nc2ccc(N3CCOCC3)cc2)n1Cc1ccccc1 (centres undefined)	1%	-3%	-2%
O=C(CN1C(=O)CCc2cc(S(=O)(=O)N3CCOCC3)ccc21)NCc1ccc(F)cc1	19%	-9%	-6%
N/C(=N\OC(=O)CCC1CCCC1)c1ccc(Cl)cc1	-2%	nt	-7%
Cc1ccc(-c2nc(CS(=O)(=O)CC(=O)NC3CCCCCC3)c(C)o2)cc1	-10%	0%	?
C=CCn1c(NCc2cc(C)ccc2O)nc2ccccc21	-12%	1%	?
CC1(C)Cc2ccccc2C(N)=C1C#N	0%	7%	-18%
Nc1c(-c2ccccc2)c(CSc2nc3ccccc3[nH]2)nn1-c1cccc(C(=O)O)c1	-6%	5%	12%
Cc1c(C(=O)c2ccccc2)oc2ccc3ccccc3c12	-14%	-7%	?

The final 6 compounds of the part above lead into the next:
SMILES	GCN5L2 inh	TDP1 inh	DT40 TDP1 no CPT
N/C(=N\OC(=O)CCC1CCCC1)c1ccc(Cl)cc1	-2%	nt	-7%
Cc1ccc(-c2nc(CS(=O)(=O)CC(=O)NC3CCCCCC3)c(C)o2)cc1	-10%	0%	?
C=CCn1c(NCc2cc(C)ccc2O)nc2ccccc21	-12%	1%	?
CC1(C)Cc2ccccc2C(N)=C1C#N	0%	7%	-18%
Nc1c(-c2ccccc2)c(CSc2nc3ccccc3[nH]2)nn1-c1cccc(C(=O)O)c1	-6%	5%	12%
Cc1c(C(=O)c2ccccc2)oc2ccc3ccccc3c12	-14%	-7%	?
CCN(CC)Cc1c(O)ccc2c(-c3ccccc3)cc(=O)oc12	-4%	-2%	-14%
COc1ccc(-n2ccnc2SCC(=O)Nc2ccc(F)cc2F)cc1	-6%	11%	-27%
COc1ccccc1NC(=O)NN1CCCCC1	-4%	1%	-6%
O=C(CC1C[C@H](C(=O)N2CCCCC2)[C@@]2(CCc3ccccc3)c3[nH]c4ccccc4c3CCN2C1=O)NCCCn1ccnc1 (some centres undefined)	1%	8%	?
COC(=O)[C@H](C)NC(=O)Nc1cc(OC)ccc1OC	-5%	6%	-13%
O=C(Nc1ccc(C2=CN(Cc3ccccc3)CCC2=O)cc1)OCc1ccccc1	1%	-2%	-10%
Cc1nn(CC(=O)N2CCN(c3cccc(Cl)c3)CC2)c(=O)c2c1sc1ccccc12	-11%	11%	-1%
Clc1ccc(-c2nnc(-c3ccccc3)nc2-c2c[nH]c3ccccc23)cc1	-4%	-1%	?
CCN(Cc1cc(=O)oc2cc(C)ccc12)c1ccccc1	-15%	?	?
O=C(NC1CCCCC1)C1CCCN(S(=O)(=O)c2cccs2)C1 (centres undefined)	2%	6%	-21%
N/C(=N\OC(=O)CCC1CCCC1)c1ccccc1	-5%	2%	6%
CC(C)[C@H](NC(=O)[C@H](CC(=O)O)NC(=O)CNC(=O)[C@@H](N)CCCN=C(N)N)C(=O)O	-7%	10%	nt
Cc1ccc(-c2nnc(SCC(=O)NCC3CCCO3)nc2-c2ccc(C)cc2)cc1 (centres undefined)	2%	-7%[0.505 µM]	23µM*
O=C(CCc1ccc(S(=O)(=O)N2CCOCC2)cc1)NN=C1CCCCCCC1	-6%	2%	-24%
CC(=O)OC1CC2C(C)(C)C(O)CCC2(C)C2CC[C@]3(C)C(=CC(=O)OC3c3ccoc3)C12C (some centres undefined)	-3%	12%[56.1 µM]	-27%
CN(C)c1ccc(/C=N/NC(=O)c2nnn(-c3nonc3N)c2COc2ccc(F)cc2)cc1	-4%	nt	-19%
CCOc1ccc2[nH]c(C(=O)N/N=C/c3cc(OC)c(OC)c(OC)c3)cc2c1	24%	nt	16µM*
CCOC(=O)c1noc2ncn(CC(=O)O)c(=O)c12	-9%	3%	?
O=C(Cc1ccccc1[N+](=O)[O-])NCc1ccc(Cl)cc1Cl	0%	-5%	?
CN1CC(c2ccc(C#N)cc2)C2(COc3ccccc3C2=O)C12C(=O)Nc1ccccc12 (centres undefined)	-9%	1%	-11%
Cc1cc(NC(=O)CN2C(=O)c3cccnc3Sc3ccccc32)ccc1Br	23%	3%	23µM*
CC(C)(C)NC(=O)NC(=O)CN1CCN(S(=O)(=O)/C=C/c2ccccc2)CC1	2%	9%	-14%
O=S1(=O)C=C(N2CCCCC2)c2ccccc21	-3%	3%	-12%
Cc1cc2c(=O)n(C)c(SCC(=O)Nc3ccccc3C)nc2s1	-3%	-6%	?
CC(=O)Nc1ccc(NC(=O)C(NS(=O)(=O)c2ccc(Br)s2)c2ccccc2)cc1 (centres undefined)	-4%	-4%[12.3 µM]	?
CCOc1ccc(CNc2ccc(N3CCOCC3)c(C(=O)O)c2)cc1	-11%	5%	-9%
OCCCNc1ncnc2c1cnn2-c1ccc(Cl)cc1	-21%	nt	?
Cc1ccc(C(=O)/C=C/N(C)C)cn1	-17%	4%	-24%
CC1CCN(C(=O)c2ccc(NC(=O)c3ccccc3)cc2)CC1	-14%	1%	3%
CCc1ccc(OCC(=O)Nc2ncn[nH]2)cc1	-1%	0%	10%
Nc1ccc(C(=O)OCC(=O)NC(=O)c2ccccc2)cc1[N+](=O)[O-]	-7%	-8%	-9%
O=C(Cc1cccs1)NC(c1ccccc1)c1ccccc1	-1%	5%	-9%
CCc1cccc(NC(=O)Cn2c(=O)n(CCC(=O)NCC3CCCO3)c(=O)c3cc(OC)c(OC)cc32)c1 (centres undefined)	-2%&2%	8%[0.0935 µM]	?
CCOC(=O)CC(NC(=O)c1cccs1)c1ccc(C)cc1 (centres undefined)	-1%	nt	-12%
CCN(CC(=O)Nc1ccc(NC(C)=O)cc1)C(=O)C1CC(=O)N(Cc2ccc(C)cc2)C1 (centres undefined)	-3%	4%	-11%
CCn1cc(/C=C(\NC(=O)c2ccc(OC)cc2)C(=O)N2CCN(C)CC2)c2ccccc21	-22%	nt	9%
COc1ccc(Nc2nc(N3CCCC3)c3ccccc3n2)cc1	3%	11%	3.3µM*
CCCNC(=O)c1c(NC(=O)c2ccccc2)sc2c1CCC(C(C)(C)C)C2 (centres undefined)	-18%	nt	-11%
COc1ccc(CNc2nc3ccccc3n2Cc2ccc(Cl)cc2)cc1OC	-2%	4%	13µM*

3 compounds already listed, ordered by SMILES length, rising:
SMILES	GCN5L2 inh	TDP1 inh	DT40 TDP1 no CPT
N/C(=N\OC(=O)CCC1CCCC1)c1ccccc1	-5%	2%	6%
Clc1ccc(-c2nnc(-c3ccccc3)nc2-c2c[nH]c3ccccc23)cc1	-4%	-1%	?
Nc1c(-c2ccccc2)c(CSc2nc3ccccc3[nH]2)nn1-c1cccc(C(=O)O)c1	-6%	5%	12%

Bioassay records: PubChem, National Center for Advancing Translational Sciences (NCATS)
